# LEDGF integ inh – blocks HIV-1 LEDGF/p75-dependent DNA integration. 0.64% of 370,000 active. TR-FRET IN-LEDGF/p75 DNA integration, Eu/Cy5. AID 743269. inhibition, % at 3.7 µM;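 active = inhibition above the screen-wide mean plus 3 SD, cut at about 13% in these data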;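 also: signal is the Cy5 over europium emission ratio at 671 and 618 nm; 0% = plate median of compound wells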
# PLC-gamma1 inh – PLC-gamma1 (human) inhibition, primary screen. purified PLC-gamma1, fluorogenic substrate, fluorescence. inhibition, % at 12.2 µM. 0.84% of 370,000 active; in the data active = inhibition above about 9.5%
# Tn7 DDE FP – disrupts Tn7 cyclic peptide binding to fibrin D-Dimer-E complex; P02675; FP displacement of FITC-Tn7 peptide from fibrin DD(E); 0% = median of compound wells per plate; inhibition, % at 8.3 µM; 0.13% of 370,000 active; AID 720508;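 active = inhibition above the mean of compounds falling within the control limits plus 3 SD of them, cut at about 14% in these data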;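 also: 0% = plate median of compound wells and 100% = 10 µM Aha-Tn7 peptide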
# Target sequence (P02675 whole entry, looked up): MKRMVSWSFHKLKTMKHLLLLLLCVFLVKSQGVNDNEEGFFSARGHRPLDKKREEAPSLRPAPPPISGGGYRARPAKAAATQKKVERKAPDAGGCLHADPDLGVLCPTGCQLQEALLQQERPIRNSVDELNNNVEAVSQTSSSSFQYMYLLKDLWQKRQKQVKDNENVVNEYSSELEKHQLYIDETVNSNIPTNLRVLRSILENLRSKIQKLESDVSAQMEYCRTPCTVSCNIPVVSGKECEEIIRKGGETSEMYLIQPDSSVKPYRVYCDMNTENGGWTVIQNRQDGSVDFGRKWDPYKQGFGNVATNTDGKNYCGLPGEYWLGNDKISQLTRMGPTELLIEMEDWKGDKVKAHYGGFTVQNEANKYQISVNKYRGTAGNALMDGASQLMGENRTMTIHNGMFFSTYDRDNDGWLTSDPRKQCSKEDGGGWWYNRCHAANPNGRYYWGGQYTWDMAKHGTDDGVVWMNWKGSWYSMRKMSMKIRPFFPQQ
#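 Assay system: human fibrin DD(E). Input: DD(E) 2 µM final. Medium: Tris buffer with calcium and detergent, pH 7.8. Compound dosing: single point at 8.3 µM. Timing: 10 min plus 3 h, room temperature. Technique: fluorescence polarization of the labelled Tn7 tracer. Read-out: percent inhibition. Replicates: singlicate testing.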
# ADAM17 inh – inhibits human ADAM17; P78536; recombinant ADAM17, EDANS/DABCYL FRET peptide cleavage; inhibition, % at 6.95 µM; 0.83% of 370,000 active;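 active = inhibition above the mean of compounds lying between control limits plus 3 SD, set per campaign, cut at about 8.5% in these data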;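 also: 0% = DMSO-only wells as the low control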
# TDP2 inh – blocks human TDP2 phosphodiesterase activity; O95551; recombinant TDP2, T5PNP hydrolysis, p-nitrophenol absorbance 415 nm; inhibition, % at 12.8 µM; 0.34% of 370,000 active;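 active = inhibition above the mean of all tested compounds plus 3 SD, set per campaign, cut at about 25% in these data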;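 also: 0% = DMSO with enzyme and 100% = buffer with substrate but no TDP2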
#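 System: recombinant human TDP2 / Amount: 120 nM TDP2 per well / Also added: 5 mM T5PNP chromogenic substrate / Doses: 12.8 µM single point, 1% DMSO / Incubation: 2 h at 37 °C / Detection: p-Nitrophenol epi absorbance / Evaluation: % inhibition relative to enzyme-containing and enzyme-free wells / Repeats: singlicate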
# proKLK7 act – proKLK7 (human) activation, primary screen; 0.9% of 370,000 active; AID 652039; activation, % at 7 µM; purified proKLK7, EDANS-DABCYL substrate fluorescence; 100% is mature enzyme control, 0% vehicle;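 active = activation above the mean of all tested compounds plus 3 SD, computed per campaign excluding outliers beyond control limits, cut at about 13% in these data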
# Target sequence (P49862 whole entry, looked up): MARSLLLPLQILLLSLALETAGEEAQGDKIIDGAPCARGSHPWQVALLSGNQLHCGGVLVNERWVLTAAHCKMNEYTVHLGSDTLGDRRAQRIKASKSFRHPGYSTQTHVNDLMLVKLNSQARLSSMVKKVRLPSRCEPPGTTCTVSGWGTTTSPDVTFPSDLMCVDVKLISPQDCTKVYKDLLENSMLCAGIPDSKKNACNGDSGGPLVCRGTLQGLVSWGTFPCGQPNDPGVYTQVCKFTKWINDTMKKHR
# ADAM10 inh – inhibits human ADAM10; O14672; recombinant ADAM10, EDANS/DABCYL FRET peptide cleavage, 3 h; inhibition, % at 7 µM; 0.62% of 370,000 active;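 active = inhibition above a per-campaign cutoff equal to the mean of compounds falling between control-based bounds plus 3 SD, cut at about 20% in these data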;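 also: 0% = DMSO wells while the 100% control is not disclosed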
# DDE Tn6 FP inh – inhibitors of Tn6 peptide binding to human fibrin DD(E). 0.21% of 370,000 active. AID 720509. inhibition, % at 8.3 µM. Fibrin DD(E) TRITC-Tn6 fluorescence polarization displacement;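 active = inhibition above a per-campaign cutoff: mean of compounds within control limits plus 3 SD, cut at about 15% in these data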;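 also: 0% = median of all compound wells on the plate and 100% = blocking peptide control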
# ARFGAP1 inhibitor – rat ARFGAP1 inhibition. Q62848. Arfgap1-stimulated ARF1 GTP hydrolysis, GDP FP detection. inhibition, % at 16.5 µM. 0.26% of 360,000 active. AID 651572;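 active = inhibition above a per-plate limit, mean inhibition of low control wells plus 3 SD, cut at about 25% in these data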;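 also: 0% = DMSO wells with enzyme and 100% = wells lacking Arfgap1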
# Target sequence (Q62848 1-136 limits assumed): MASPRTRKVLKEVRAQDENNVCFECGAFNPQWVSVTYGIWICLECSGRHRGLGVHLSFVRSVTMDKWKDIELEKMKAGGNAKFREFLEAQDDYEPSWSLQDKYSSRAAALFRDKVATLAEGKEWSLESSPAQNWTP
#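 system = rat Arfgap1 catalytic domain, aa 1-136 | technique = FP, GDP Alexa 633 tracer displaced from anti-GDP antibody, 620/688 nm | compound = one concentration, 16.5 µM, DMSO 1.26% | medium = HEPES-based buffer, pH 7.5 | timing = compound-enzyme preincubation 20 min, reaction 120 min, detection 60 min, 25 °C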
# ASAP1 inh – ASAP1 ArfGAP inhibition. Q9ULH1. ASAP1-stimulated ARF1 GTP hydrolysis, GDP FP detection. inhibition, % at 16.5 µM. 0.19% of 360,000 active; in the data active = inhibition above about 25%;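 also: 0% = vehicle with enzyme and substrate and 100% = no enzyme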
# Starred values were filed as active, the others as inactive; x = not tested or not shown.
SMILES,LEDGF integ inh,PLC-gamma1 inh,Tn7 DDE FP,ADAM17 inh,TDP2 inh,proKLK7 act,ADAM10 inh,DDE Tn6 FP inh,ARFGAP1 inhibitor,ASAP1 inh
Cc1cccc(S(=O)Cc2ccc(C(=O)N3CCOCC3)o2)c1 (configuration not stated),3,9,-3,3,-17,0.0,4,2,10,19
Clc1ccc(-n2c(SCc3cccc4ccccc34)nnc2-c2ccccc2)cc1,0,-1,0,5,-1,0.3,12,-8,x,x
Cn1nc(C(=O)NCC2COc3ccccc3O2)c2ccccc2c1=O (configuration not stated),1,-1,5,-1,-1,-0.7,-7,3,4,6
Cc1ccc(C)c(S(=O)(=O)C(C#N)c2nc3ccccc3nc2N2CCOCC2)c1 (configuration not stated),3,1,-1,-5,2,0.0,1,4,-8,0
CCc1ccccc1NC(=O)CSc1nc2[nH]c(=O)cc(O)c2s1,-3,-2,-6,-4,5,0.3,-5,-3,-9,-3
COc1ccccc1N=Cc1c(C)c(C#N)c2[nH]c3ccccc3n2c1=O,0,-24,4,-7,11,0.0,-10,-3,-1,-6
CC(=O)c1ccc(-n2nnnc2SCC(=O)NNC(=O)c2ccco2)cc1,0,-2,3,-1,5,0.1,4,-6,-1,-2
C=CCNC(=O)c1cnn(-c2ccccc2)c1-c1ccccc1,2,0,-5,0,-3,0.6,9,-6,10,-2
Cc1oc(-c2cccc(Cl)c2)nc1CN1CCC(C(=O)NCC2CCCO2)CC1 (configuration not stated),0,2,6,-6,6,-0.5,0,3,-2,1
O=C(OCN1C(=O)c2ccccc2C1=O)c1cc(S(=O)(=O)N2CCOCC2)ccc1F,1,-2,-3,-2,15,0.2,0,5,4,8
Cc1ccc(N2C(=O)N(CC(=O)N(C)Cc3ccccc3)C(=O)C2C)cc1 (configuration not stated),-1,-4,0,-14,15,-0.1,-46,8,-6,-7
COC(=O)CSc1nnc(CNc2nc(-c3ccccc3)cs2)n1C,1,2,-10,-3,-3,-0.1,-2,-6,3,0
COCCCn1c(SCC(=O)N2CCCC(C)C2)nnc1-c1ccco1 (configuration not stated),3,-3,0,-4,-9,0.4,-2,1,5,-1
O=S1(=O)c2c(cccc2N2CCC[C@H]2CO)OCCCN1C1CC1,-3,-1,3,-7,9,-0.1,-9,-3,x,x
COc1ccc(NC(=O)CSc2nc3c([nH]c4ccccc43)c(=O)n2C)c(OC)c1,0,-2,-1,-6,1,-0.2,-11,4,2,-5
Cc1cc(C(F)(F)F)n2nc(C(=O)O)c(Cl)c2n1,-2,1,-4,-1,7,-0.1,8,7,6,-1
CCN(CC)c1ccc(/C=C/C(=O)c2ccc(Br)cc2)cc1,2,-76,-7,-8,10,0.3,-22,-5,1,-6
Cc1ccc(C(=O)OCC(=O)NC(=O)c2ccc(C(C)(C)C)cc2)c(O)c1,-1,0,1,-5,-3,0.1,-10,5,0,6
CCOC(=O)c1sc(C)c2c1NC(C)(c1ccccc1)NC2=O (configuration not stated),-5,-312,0,-119,-11,3.0,-414,4,3,15
CCOC(=O)C1(Cc2ccccc2)CCN(Cc2ccc3c(c2)OCCO3)CC1,1,-2,2,-4,0,-0.3,-9,-4,-2,-6
O=C1c2ccccc2C(Nc2ccc3c(c2)OCCO3)N1c1ccccn1 (configuration not stated),-3,3,6,-2,-4,0.4,-15,4,1,3
CCOC(=O)Cc1c(C)nc2c(-c3ccccc3)c(C)[nH]n2c1=O,-6,-23,-2,-20,-3,-10,-41,-1,-7,4
Cc1ccc(C(=O)COC(=O)CN2C(=O)C3C4C=CC(C4)C3C2=O)cc1C (configuration not stated),0,0,3,0,-1,0.0,4,10,0,-3
CCO[C@H]1OC(C(=O)O)=C[C@@H](C)[C@@H]1CCCO,1,-1,-5,-2,8,0.1,-1,5,-6,-5
COCCOCCn1cnc2ccccc21,0,0,2,-2,-4,0.1,4,4,-17,9

# Entries shown so far that contain four or more nitrogen atoms:
SMILES,LEDGF integ inh,PLC-gamma1 inh,Tn7 DDE FP,ADAM17 inh,TDP2 inh,proKLK7 act,ADAM10 inh,DDE Tn6 FP inh,ARFGAP1 inhibitor,ASAP1 inh
Cc1ccc(C)c(S(=O)(=O)C(C#N)c2nc3ccccc3nc2N2CCOCC2)c1 (configuration not stated),3,1,-1,-5,2,0.0,1,4,-8,0
COc1ccccc1N=Cc1c(C)c(C#N)c2[nH]c3ccccc3n2c1=O,0,-24,4,-7,11,0.0,-10,-3,-1,-6
CC(=O)c1ccc(-n2nnnc2SCC(=O)NNC(=O)c2ccco2)cc1,0,-2,3,-1,5,0.1,4,-6,-1,-2
COC(=O)CSc1nnc(CNc2nc(-c3ccccc3)cs2)n1C,1,2,-10,-3,-3,-0.1,-2,-6,3,0
COCCCn1c(SCC(=O)N2CCCC(C)C2)nnc1-c1ccco1 (configuration not stated),3,-3,0,-4,-9,0.4,-2,1,5,-1
COc1ccc(NC(=O)CSc2nc3c([nH]c4ccccc43)c(=O)n2C)c(OC)c1,0,-2,-1,-6,1,-0.2,-11,4,2,-5

# (continued)
SMILES,LEDGF integ inh,PLC-gamma1 inh,Tn7 DDE FP,ADAM17 inh,TDP2 inh,proKLK7 act,ADAM10 inh,DDE Tn6 FP inh,ARFGAP1 inhibitor,ASAP1 inh
COC1CCCCC1Nc1ccc(C)c(C)c1 (configuration not stated),3,0,0,-1,3,0.0,-8,8,14,10
Cc1cccc(-n2c(O)c(C=Nc3ccccc3O)c3ccccc3c2=O)n1,-3,-50,-7,-26,5,18*,-64,-15,13,4
CC(=O)Oc1ccccc1C(=O)Oc1ccccc1C(=O)O,4,2,6,-10,-8,-0.3,-14,0,7,4
CC(=O)c1cccc(NC(=O)c2ccc(N(C)S(=O)(=O)c3ccc(C)cc3)cc2)c1,4,-2,5,4,4,-0.7,14,1,11,-2
COc1cccc(CN(C)C(=O)CCN(c2ccccc2)S(=O)(=O)c2ccc(C)cc2)c1OC,1,-1,7,0,-12,0.3,-2,-2,12,3
CCOC(=O)N1CCN(C(=O)C[C@H]2C[C@@]3(C(=O)OC)C(=C[C@H](C(C)C)O[C@@H]3C3CC3)N(Cc3ccco3)C2=O)CC1,2,0,-2,3,5,0.4,7,-2,x,x
CC(=O)Nc1ccc(N(C(=O)CNC(=O)c2cccs2)C(C(=O)NCC2CCCO2)c2ccccc2)cc1 (configuration not stated),1,3,-3,-3,-3,0.2,-4,-5,6,1
CCOC(=O)C1=NN(c2ccc(C)cc2)CC1C(=O)OC (configuration not stated),0,-263,6,-9,-11,9.4,-34,1,2,1
CCO/C=N/c1c(C#N)c(CC#N)nn1-c1ccccc1,3,-2,-4,0,8,0.3,9,9,-3,-1
O=C(NC1CCCC1)c1cc(S(=O)(=O)N2CCCC2)ccc1Cl,3,1,-4,0,3,-0.1,8,2,8,12
CNC(=O)CCc1ccc(OC)cc1,6,5,2,1,-8,0.0,-1,-1,-3,-12
Cc1csc(=O)n1CCC(=O)OCc1nnc(-c2ccccc2)o1,1,2,0,1,-9,0.5,-2,5,13,6
CCN1CCN(c2cc(=O)n(Cc3ccc(F)cc3)c(=O)[nH]2)CC1,0,-2,3,-1,6,-0.1,-8,4,7,-6
CCOC(=O)Cc1nc2ccccc2n(CC#N)c1=O,-1,-10,3,-12,-5,-0.3,-37,5,-1,9
Cc1ccc(S(=O)(=O)NCc2cccc([N+](=O)[O-])c2)cc1,-1,4,-6,-1,-12,0.2,-5,-6,3,1
NC(=O)c1c(NC(=O)CSc2nnc(-c3ccco3)n2-c2ccccc2)sc2c1CCC2,3,-8,4,-2,-8,0.7,-22,-3,-8,-6
O=S1(=O)CCOCCCN1Cc1ccccc1F,1,-2,-6,-1,6,0.1,-2,7,-6,0
CCCNC(=O)c1onc(CSc2nc3ccccc3[nH]2)c1C(=O)NCCC,1,-3,5,-2,2,0.3,2,6,-2,8
Cc1cc(C(=O)Nc2cccnc2Cl)on1,0,2,-9,0,-3,0.3,-6,-2,11,1
Cc1ccc(C)c(C(O)c2ncc(-c3ccccc3Cl)[nH]2)c1 (configuration not stated),0,-3,4,-1,7,-0.1,-6,5,-5,2
C1CCN2C[C@@H]3C[C@@H](CN4CCCC[C@@H]34)[C@H]2C1,-2,-5,-3,-5,10,-0.8,-9,5,-1,6
Cc1cc(C(c2ccc(O)cc2)c2cc(C)c(O)cc2C)c(C)cc1O,-5,-2,4,3,9,0.3,2,1,8,12
O=C(O)c1ccccc1C(=O)Nc1ccc(Br)c2cccnc12,-1,-3,2,1,6,0.0,0,-5,4,-2
O=C(C1CCC(=O)N1Cc1cccnc1)N1CCN(c2ccc(F)cc2)CC1 (configuration not stated),0,0,4,-1,2,-0.5,-10,2,-6,-6
COC(=O)Nc1ccc(S(=O)(=O)N2CCC(C(=O)N(C)C3CCCCC3)CC2)cc1,8,6,1,3,-24,-0.3,4,-3,-9,3
Cc1onc(-c2ccccc2)c1C(=O)NCc1ccc(Cl)cc1,-1,1,-2,-5,-16,-0.3,-6,-4,13,2
Cc1cc(C)nc(SCC(=O)Nc2nonc2N)n1,-3,1,7,-4,-11,0.4,-11,0,-2,6
COc1ccc(OC)c(-n2cnc3cc(C(=O)O)ccc32)c1,6,-2,0,-5,2,-0.3,-7,2,18,-13
COc1ccc(-c2coc3c(CN4CCOCC4)c(O)ccc3c2=O)cc1,7,-319,3,-140,-7,52*,-384,3,19,0

# Some of these compounds in order of SMILES length, rising:
SMILES,LEDGF integ inh,PLC-gamma1 inh,Tn7 DDE FP,ADAM17 inh,TDP2 inh,proKLK7 act,ADAM10 inh,DDE Tn6 FP inh,ARFGAP1 inhibitor,ASAP1 inh
Cc1cccc(-n2c(O)c(C=Nc3ccccc3O)c3ccccc3c2=O)n1,-3,-50,-7,-26,5,18*,-64,-15,13,4
C1CCN2C[C@@H]3C[C@@H](CN4CCCC[C@@H]34)[C@H]2C1,-2,-5,-3,-5,10,-0.8,-9,5,-1,6
COC(=O)Nc1ccc(S(=O)(=O)N2CCC(C(=O)N(C)C3CCCCC3)CC2)cc1,8,6,1,3,-24,-0.3,4,-3,-9,3
CCOC(=O)N1CCN(C(=O)C[C@H]2C[C@@]3(C(=O)OC)C(=C[C@H](C(C)C)O[C@@H]3C3CC3)N(Cc3ccco3)C2=O)CC1,2,0,-2,3,5,0.4,7,-2,x,x

# The order is random (roughly 4.2% active in at least one column).
